NCI-60 one-dose screen, 48 h, at 10 µM unless noted. Numbers give growth in % (100 = growth as untreated, 0 = no growth, -100 = all killed).
CCRF-CEM – CCRF-CEM leukemia; 77,000 compounds, 7% hits; AID 1794778
HOP-92 – HOP-92 NSCLC cells; 71,000 compounds, 6.3% hits; AID 1794738
HOP-62 – HOP-62 NSCLC; 80,000 compounds, 3.9% hits; AID 1794735
A549/ATCC – A549/ATCC NSCLC | 81,000 compounds, 3.7% hits | AID 1794740
EKVX – EKVX NSCLC. 71,000 compounds, 3% hits. AID 1794765
UACC-62 – UACC-62 melanoma; 81,000 compounds, 5.4% hits; AID 1794756
RPMI-8226 – RPMI-8226 leukemia cells | AID 1794781 | 77,000 compounds, 7.5% hits
M14 – M14 melanoma; 80,000 compounds, 6.2% hits
* marks the source's active call; other numbers are inactive results; x = no result given; & = joins results of further samples. How the source made its calls: active means growth percent below 10; inactive means the rest. Compounds as they come; 12% or so of the library scored in one or more.

SMILES	CCRF-CEM	HOP-92	HOP-62	A549/ATCC	EKVX	UACC-62	RPMI-8226	M14
CN1CCN(C(=O)c2ccc(NC(=O)c3cc4c(nn3)NCCN4Cc3cc(Cl)ccc3Cl)cc2)CC1	42	67	82	55	86	93	65	73
C#CC[C@@H]1C[C@]2(C)[C@H]3CC[C@@H]4[C@H]5C(C(=C)C)CC[C@]5(C(=O)NCCCN5CCN(CCCN)CC5)CC[C@@]4(C)[C@]3(C)CC[C@H]2C(C)(C)[C@H]1OC(C)=O (some centres not stated)	-30*	-78*	-60*	-62*	52	-86*	-49*	-80*
CCOC(=O)C1=C(C)NC(=O)NC1c1c(Cl)n(CCCl)c2ccccc12 (configuration not stated)	-55*	43	91	95	98	85	77	98
CC1(C)CC2(OC2c2ccccc2[N+](=O)[O-])C(=O)c2ccccc21 (configuration not stated)	88	88	91	87	93	80	80	110
Cc1ccc(OC(=O)CCC(=O)Oc2ccc(C)cc2C)c(C)c1	67	98	107	92	109	87	87	100
COc1ccc(OC)c(-c2[nH]c(=S)nc3c2c(N)nn3-c2ccccc2)c1	100	94	99	94	95	87	98	102
NC(=S)Nc1cccc(C(F)(F)F)c1	56	67	83	67	70	75	48	81
CCCCCCC(C)=O	108	112	101	110	x	105	100	103
CCO/C=C1\SC(=S)N(c2ccccc2OC)C1=O	87&93	97	99&108	101&102	95	97&94	88&102	94&107
C[C@H]1[C@H](C)CC[C@]2(C(=O)NCCCNCCCCNCCCN)CC[C@]3(C)C(=CC[C@@H]4[C@@]5(C)C/C(=C/c6ccncc6)C(=O)C(C)(C)[C@@H]5CC[C@]43C)[C@H]12	94	x	102	92	100	88	96	97
O=C(c1ccccn1)N1CCN(C(=O)c2ccccn2)CC1	107	105	104	101	95	107	121	102
C#C[C@]1(O)CC[C@H]2[C@@H]3CC=C4c5sc(Nc6nc(C)cc(OC)n6)nc5CC[C@]4(C)[C@H]3CC[C@@]21C	13	44	40	54	42	1.0*	-0.2*	27
C#CCOc1ccc(C(Nc2cc(Cl)ccc2Cl)c2nnnn2C2CCCCC2)cc1 (configuration not stated)	86	73	86	81	-8.0*	67	81	92
O=c1oc2c(Cl)cc(Cl)cc2cc1-c1cs/c(=N/N=C\c2ccc(Cl)cc2)n1/N=C/c1ccc(Cl)cc1	96	88	106	86	109	97	96	x
CCC(c1ccc2cc(O)ccc2c1)C(C)(C)C(=O)O (configuration not stated)	87	x	98	97	102	99	101	96
Cc1ccc(N(C(=O)CCc2c[nH]c3ccccc23)[C@H](C(=O)Nc2cccc([N+](=O)[O-])c2)c2ccc(N(C)C)cc2)cc1	42	63	86	83	79	81	77	96
CCOC(=O)c1csc(NC(=O)c2ccc(N3CCN(C)CC3)c([N+](=O)[O-])c2)n1	89	73	97	104	89	82	79	96
COc1cc(/C=C2\CN(C(=O)OC(C)(C)C)C/C(=C\c3ccc(O)c(OC)c3)C2=O)ccc1O	101	x	98	73	93	82	72	94
CN(Cc1ccc(Nc2ccccc2)cc1)C1CCCCC1	104	101	101	93	97	102	97	100
CCN1CCC(=O)N2[C@H](c3ccc(Cl)cc3)c3[nH]c4ccccc4c3C[C@H]2C1=O	104	91	99	104	99	90	106	90
Cc1noc(C)c1CSc1nc2ccccc2n1C	x	86	78	94	73	101	112	107
O=C(COc1ccc(-c2cc3ccccc3[nH]2)cc1)Nc1ccc(S(=O)(=O)Nc2nccs2)cc1	x	88	105	100	105	103	99	97
S=C(NCCN1CCOCC1)C(=S)NCCN1CCOCC1	101&89	93&92	111&101	102&88	109&106	102&105	98&95	102&103
CC1CC(C)C(C)C(CO)C1 (configuration not stated)	97	51	95	103	106	108	104	101
CC/C=C\C[C@H](O)C/C=C1/C(=O)C(Cl)=C[C@@H]1C/C=C\CCCC(=O)OC	-3.8*	-31*	-27*	4.4*	-63*	-57*	-12*	-32*
SMILES	CCRF-CEM	HOP-92	HOP-62	A549/ATCC	EKVX	UACC-62	RPMI-8226	M14
COc1cc(NS(=O)(=O)c2ccc(N)cc2)nc(OC)n1	104	102	103	110	99	104	110	105
O=C(Nc1ccc(Cl)c(C(F)(F)F)c1)c1cc(-c2ccc(F)cc2F)ccc1O	103	89	89	100	90	91	119	x
COc1cc(NC(=O)CCSc2nc3ccc(Cl)cc3c(=O)n2-c2ccc(F)cc2)cc(OC)c1OC	77	x	96	72	x	78	54	96
CN(O)c1nc(N(C)O)[nH]c(=O)n1	26	72	93	105	87	91	57	97
CN(C)Cc1ccc([N+](=O)[O-])cc1	107	80	102	91	104	99	99	101
Cc1ccc(Cl)c(Nc2ccccc2C(=O)O)c1Cl	101&79&96	122&87&75	87&90&99	93&101&98	101&142&107	100&91&98	96&84&98	99&99&98
COc1ccc(/C=N/NC(=O)COc2cc(=O)n(C)c3ccccc23)cc1	102	95	90	108	104	97	103	99
NNC(=O)COc1ccc(-c2nc3cc(Cl)c(Cl)cc3[nH]2)cc1	96	99	105	106	x	105	115	109
Cc1cc(O)c2c(c1)C(CC(=O)O)N(Cc1ccc(C(=O)O)cc1)C1=C2C(=O)c2cccc(O[C@H]3C[C@H](O)[C@@H](O)C(C)O3)c2C1=O (some centres not stated)	99	110	96	106	103	103	105	97
Fc1cc(-c2nnc3sc(COc4ccc(Cl)cc4)nn23)c(Cl)cc1Cl	x	85	139	107	97	94	106	106
CN1C(=O)C2(SCC(C(=O)NCC(=O)OC(C)(C)C)N2C(=O)C2CCCCC2)c2ccccc21 (configuration not stated)	96	86	95	95	97	92	91	100
CCOC(=O)C(CC)Cc1ccc(OC)c(OC)c1 (configuration not stated)	80	82	112	106	117	102	102	107
O=C(O)c1ccccc1C(c1ccccc1)c1ccccc1	114	132	107	99	106	114	109	112
Fc1ccc(-c2ccnc3nc(-c4cccnc4)nn23)cc1	96	147	108	102	x	104	102	115
CN1C(=O)N(C)C2Nn3c(s/c(=C4\C(=O)Nc5ccccc54)c3=O)=NC21 (configuration not stated)	x	22	75	100	86	92	122	96
c1csc(-c2c3ccc(=[N+]4CCCCC4)cc-3oc3cc(N4CCCCC4)ccc23)c1	-20*	-65*	-61*	-56*	-52*	-76*	-39*	-88*
COCCOc1ccc(-c2nc3ccc(-c4nc5ccc(N6CCN(C)CC6)cc5[nH]4)cc3[nH]2)cc1	-2.5*	26	14	68	68	-40*	28	1.1*
Nc1nc(N)c2cc(CNc3ccc(C(=O)NC(CC(=O)O)C(=O)O)cc3)ccc2n1 (configuration not stated)	23	48	20	-33*	43	3.7*	x	17
CCn1c(Cc2ccccc2Nc2c(Cl)cccc2Cl)nnc1SCC(=O)Nc1ccccc1C(F)(F)F	108	x	98	77	83	63	76	92
COc1cc(-c2nc(SC(C)C)nc(Nc3ccc(F)c(Cl)c3)c2C#N)cc(OC)c1OC	97	106	100	99	102	96	x	102
COc1cc(C(=O)OCC(C)C)ccc1O	93	88	104	92	113	93	100	108
CC(C)C[C@H](NC(=O)Cn1cccc(CNC(=O)c2ccccc2)c1=O)B(O)O	2.7*	-11*	5.6*	44	x	-17*	0.6*	12
COc1ccc(-c2nc(SCCC(C)C)nc(Nc3ccc([N+](=O)[O-])cc3)c2C#N)cc1	65	75	76	74	89	77	94	101
O=C1C(Cl)=C(NCc2ccc(Cl)cc2)C(=O)N1Cc1ccc(Cl)cc1	74	64	79	88	88	73	86	76
N=C(N)c1ccc(-c2ccc(-c3ccc(Cl)cc3Cl)s2)cc1F	-26*	43	-0.4*	-56*	32	-54*	-36*	-15*
SMILES	CCRF-CEM	HOP-92	HOP-62	A549/ATCC	EKVX	UACC-62	RPMI-8226	M14
c1ccc(N=c2scc(-c3ccccc3)n2-c2cccc(-n3c(-c4ccccc4)csc3=Nc3ccccc3)c2)cc1	101	86	113	105	95	80	101	114
C=CCn1c(SCC(=O)N2CCN(c3cc4c(cc3F)c(=O)c(C(=O)O)cn4C3CC3)CC2)nnc1-c1ccc(Cl)cc1	91	88	97	93	103	89	105	105
CCCCCCC1(C)NC(=O)NC1=O (configuration not stated)	84&89&105	94&102&102	87&94&81	89&96&97	99&101	99&101&101	102&95&112	95&102&102
COc1ccc(-c2nn(-c3ccccc3)cc2/C=c2\sc3nc(Cc4ccccc4)nn3c2=O)cc1	98&92	100&79	99&125	102&89	100&95	99&89	106&101	106&90
N#Cc1cn(Cc2ccc(Cl)cc2Cl)c(C(=O)c2ccc(Br)cc2)c1N	108	x	83	98	94	83	111	98
Cn1c(=O)c2[nH]c(-c3ccc(OCCCCl)cc3)nc2n(C)c1=O	95	97	x	103	x	110	94	106
Nc1c2nc[nH]c2c(N)c2[nH]c(=O)c(=O)[nH]c12	100	99	117	100	x	106	97	107
CC1(C)C/C(=C\c2ccccc2[N+](=O)[O-])C(=O)c2ccccc21	95	70	108	92	x	95	91	98
C=CCOC(=O)c1ccccc1C(=O)OCC=C	87	78	96	103	112	99	83	x
CC1COCC(C)N1 (configuration not stated)	105	106	96	103	97	95	102	104
COC(=O)[C@H]1CCCN1C(=O)[C@@H]1CCCN1C(=O)[C@@H](Cc1c[nH]c2ccccc12)NC(=S)Nc1cc(C(F)(F)F)cc(C(F)(F)F)c1	58	41	94	51	x	85	x	62
COc1cc(C(=O)NCC(=O)O)cc(OC)c1OC	110	114	104	96	101	112	109	108
NC(=O)CNC(=O)OCc1ccccc1	99	95	102	92	x	102	95	115
OC(COc1cccc2ccccc12)CN1CCCC1 (configuration not stated)	101	x	97	105	103	99	107	95
O=C(Nc1cccc(NC(=O)c2ccc(CCl)cc2)c1)c1ccc(CCl)cc1	56	96	90	75	103	67	51	88
CN(C)N=Nc1ccccc1Cl	78	83	99	92	129	98	94	103
Cn1cc(C2=C(c3coc4ccc(F)cc34)C(=O)N(O)C2=O)c2cc(Br)ccc21	59	74	73	86	63	42	65	87
CC(=O)N1N=C(c2ccc(Cl)cc2)CC1c1sc(N(C)Cc2ccccc2)nc1Cl (configuration not stated)	94	82	95	77	74	75	74	95
COc1ccc(-c2nc(SCC(C)C)nc(Nc3ccc([N+](=O)[O-])cc3)c2C#N)cc1	78	93	x	61	98	99	94	103
Cn1c(C2=C(c3c(O)c4ccccc4c(=O)n3C)C(=O)c3ccccc3C2=O)c(O)c2ccccc2c1=O	155	116	93	103	x	91	112	103
CC(C)(C(N)=O)N1CCN(c2cccc(Cl)c2)CC1	103	137	109	104	106	85	97	101
C=CCOc1ccccc1/C=C1\SC(=S)N(C2CC(=O)N(c3ccc(Cl)cc3)C2=O)C1=O (configuration not stated)	85	84	94	98	97	82	98	92
Oc1c(Cl)cc(CNc2ccccc2)cc1Cl	101	106	97	93	109	93	103	104
COc1cc2ccccc2cc1N=C=O	103	81	83	85	77	88	98	101
Nc1cc(=O)[nH]c(=S)n1-c1ccccc1	105	122	103	94	93	x	104	108
SMILES	CCRF-CEM	HOP-92	HOP-62	A549/ATCC	EKVX	UACC-62	RPMI-8226	M14
C(=C\c1cn(-c2ccccc2)nc1-c1ccccc1)/c1nnc(-c2c[nH]c3ccccc23)o1	79	60	39	47	51	95	41	45
Cc1oc(-c2ccc(Cl)cc2)cc1C(=O)Nc1ccccc1	99	102	100	102	92	94	95	100
O=C(Nc1ccc2[nH]c(=S)sc2c1)Nc1ccccc1F	95	x	146	100	107	91	92	106
COc1ccc2c(c1)OS(=O)(=O)NC2c1nnc(-c2ccccc2)o1 (configuration not stated)	114	91	97	103	88	94	112	88
Clc1ccc(SCN(c2ccccc2)c2ccccc2)cc1	x	x	121	81	x	97	x	102
Cc1ccc2c(c1)C(=O)C(=O)N2	91	93	87	105	89	99	92	96
N#CC1=C(Oc2ccc(Cl)cc2)NC2c3ccccc3Sc3ccccc3N2C1=N (configuration not stated)	76	46	92	96	89	53	73	76
COc1cc(-c2c(-c3ccccc3)c[nH]c2C(N)=O)c(OC)c2c1OCO2	105	96	103	106	98	86	103	97
COc1ccc(/C=C/C(=O)Oc2ccc(/C=C/c3cc(OC(=O)/C=C/c4ccc(OC)c(OC)c4)cc(OC(=O)/C=C/c4ccc(OC)c(OC)c4)c3)cc2)cc1OC	84	104	86	72	98	95	94	99
N#CSc1c[nH]c2cccc(/C=C/C(=O)/C=C(O)/C=C/c3cccc4[nH]cc(SC#N)c34)c12	-22*	-72*	-33*	-70*	-24*	-65*	-29*	-60*
CS(=O)(=O)c1nccc(-c2c(-c3ccc(F)c(OCCc4ccc(F)cc4)c3)nc3sccn23)n1	56	-26*	15	84	-66*	58	-43*	84

Ordered by heavy-atom count (low to high): part of the list above
SMILES	CCRF-CEM	HOP-92	HOP-62	A549/ATCC	EKVX	UACC-62	RPMI-8226	M14
Cc1ccc2c(c1)C(=O)C(=O)N2	91	93	87	105	89	99	92	96
Nc1cc(=O)[nH]c(=S)n1-c1ccccc1	105	122	103	94	93	x	104	108
Oc1c(Cl)cc(CNc2ccccc2)cc1Cl	101	106	97	93	109	93	103	104
O=C(Nc1ccc2[nH]c(=S)sc2c1)Nc1ccccc1F	95	x	146	100	107	91	92	106
Cc1oc(-c2ccc(Cl)cc2)cc1C(=O)Nc1ccccc1	99	102	100	102	92	94	95	100
COc1ccc2c(c1)OS(=O)(=O)NC2c1nnc(-c2ccccc2)o1 (configuration not stated)	114	91	97	103	88	94	112	88
COc1cc(-c2c(-c3ccccc3)c[nH]c2C(N)=O)c(OC)c2c1OCO2	105	96	103	106	98	86	103	97
N#CC1=C(Oc2ccc(Cl)cc2)NC2c3ccccc3Sc3ccccc3N2C1=N (configuration not stated)	76	46	92	96	89	53	73	76
C(=C\c1cn(-c2ccccc2)nc1-c1ccccc1)/c1nnc(-c2c[nH]c3ccccc23)o1	79	60	39	47	51	95	41	45
CS(=O)(=O)c1nccc(-c2c(-c3ccc(F)c(OCCc4ccc(F)cc4)c3)nc3sccn23)n1	56	-26*	15	84	-66*	58	-43*	84
COc1ccc(/C=C/C(=O)Oc2ccc(/C=C/c3cc(OC(=O)/C=C/c4ccc(OC)c(OC)c4)cc(OC(=O)/C=C/c4ccc(OC)c(OC)c4)c3)cc2)cc1OC	84	104	86	72	98	95	94	99

Assay outcomes (PubChem)
